Screening results deposited in PubChem BioAssay by several laboratories.
MrgX1 allo act – positive allosteric modulators of MrgX1, primary screen, HEK293 cells, Fluo-4 calcium flux. FDSS; stronger effect = higher value. B-score at 10 µM. 0.63% of 310,000 active. AID 588675, 2011;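 active = plate-corrected calcium response at least 3 library SD above typical, normal starting fluorescence, not activating the receptor alone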;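 also: compound read alongside a low EC10 to EC30 dose of BAM8-22 agonist; peak minus trough fluorescence over baseline measured at the second addition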
Target sequence (Q96LB2 whole entry, looked up): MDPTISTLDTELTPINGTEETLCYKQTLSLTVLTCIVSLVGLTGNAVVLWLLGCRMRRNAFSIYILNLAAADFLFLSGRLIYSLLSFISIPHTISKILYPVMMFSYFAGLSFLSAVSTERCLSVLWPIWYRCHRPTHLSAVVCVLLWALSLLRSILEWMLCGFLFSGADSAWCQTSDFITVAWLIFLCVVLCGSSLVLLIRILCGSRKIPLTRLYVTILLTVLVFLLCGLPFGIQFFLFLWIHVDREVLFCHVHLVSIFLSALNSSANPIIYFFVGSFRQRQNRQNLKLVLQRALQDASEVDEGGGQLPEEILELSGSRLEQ
MrgX1 antag – antagonists of human MrgX1 receptor, primary screen, HEK293 cells, Fluo-4 calcium flux; BAM8-22 antagonism; stronger effect = lower value; B-score at 10 µM; 1.3% of 310,000 active; AID 588676, 2011;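 active = calcium-response B-score plate-corrected more than 3 library SD below zero, starting fluorescence within 5 deviations, no agonist response on first addition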;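 also: peak minus trough fluorescence over baseline after final BAM8-22 challenge near maximal dose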
TRPC6 act – mouse TRPC6 channel activators, primary screen, cell-based, HEK293, membrane potential dye. Short transient receptor potential channel 6 (Mus musculus), Q61143. HEK293-TRPC6 membrane potential dye fluorescence; stronger effect = higher value. B-score at 10 µM. 0.13% of 310,000 active;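 active = B-score of the integrated fluorescence ratio above library mean plus 3 SD, and starting fluorescence ratio within library mean plus 5 SD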;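 also: higher score means more depolarization so channel activation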
PolyA inh – polyadenylation inhibitors in yeast reporter cells, primary screen, luminescence, S. cerevisiae; calls only at 12 µM; 0.02% of 300,000 active; S. cerevisiae SKY197-pL101 polyadenylation reporter, beta-gal luminescence; efflux-impaired pdr1/pdr3 knockout yeast; score 100 = 6 SD above DMSO; AID 1875, 2009;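 active = lowest replicate activity score at least 50, where 100 means six control SD above control mean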;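 also: yeast exposed to compound for 9 h at 30 °C; higher score means more reporter readthrough which indicates perturbed polyadenylation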
HIF activator – HIF pathway transcriptional activators, primary screen, cell-based, U2OS HRE-luciferase, luminescence; U2OS HRE-luciferase reporter; normalized: DMSO 0%, desferrioxamine 100%; activation, % at 7.5 µM (by protocol); 0.32% of 300,000 active;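 active = mean activation of at least 10% of the iron chelator positive control signal, with at least half of replicates also reaching 10%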
MrgX1 agonist – agonists of human MrgX1 receptor, primary screen, HEK293 cells, Fluo-4 calcium flux; AID 588627, 2011; 0.44% of 310,000 active; B-score at 10 µM; Fluo-4 calcium fluorescence, agonist mode; stronger effect = higher value;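 active = calcium response B-score plate-corrected fluorescence ratio at least 3 library SD, with starting fluorescence B-score inside 5 SD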
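System: HEK293 cells stably expressing human MrgX1 receptor; Dosing: test compound in the initial addition of three; Schedule: overnight plating, then 30 min 37 °C plus 30 min room-temperature dye loading; Detection: kinetic calcium dye fluorescence, Fluo-4 NW; Controls: per-plate positive and negative controls for Z′ factor.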
AI-2 QS mod – Vibrio harveyi AI-2 quorum sensing modulators, primary screen, JMH597 strain, luminescence/OD600 ratio | AID 2094, 2009 | Vibrio harveyi JMH597 AI-2 luminescence/OD600 ratio, 9 h; stronger effect = lower value; strain lacks LuxN and CqsS sensors; 0 = neutral-control median | activity change, % at 7.5 µM | 0.4% of 300,000 active; in the data active = activity change below about -75%, passing the limit was not always enough;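 also: luminescence divided by OD600 gain over 9 h not by final OD600 alone; inactives centre near 13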
TRPC6 inhibitor – mouse TRPC6 channel inhibitors, primary screen, cell-based, HEK293, membrane potential dye | 1.1% of 310,000 active | B-score at 10 µM | ACh-evoked depolarization; stronger effect = lower value;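 active = B-score under library mean minus 3 SD, initial fluorescence not abnormally high, positive integrated signal ratio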;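 also: B-score derived from integrated fluorescence ratio over the kinetic read; more negative B-score means stronger inhibition of depolarization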
TRPC4 inh – inhibitors of mouse TRPC4 channel, primary screen, Fluo4 calcium, HEK293 TRPC4beta/mu-opioid cells | Short transient receptor potential channel 4 (Mus musculus), Q9QUQ5 | DAMGO-evoked Fluo4 calcium flux; stronger effect = lower value | B-score at 10 µM | 0.39% of 300,000 active | AID 2247, 2010;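 active = B-score over 3 SD under the library average, no early fluorescence shift, positive overall ratio signal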
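Material: HEK293 cells with stable TRPC4beta plus mu-opioid receptor expression / Probe or stimulus: DAMGO in two steps, submaximal then maximal / Compound: single concentration per test compound / Technique: kinetic Fluo4 fluorescence imaging of calcium influx / Read-out: per-well B score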
TRPC4 agonist – activators of mouse TRPC4 channel, primary screen, Fluo4 calcium, HEK293 TRPC4beta/mu-opioid cells; Short transient receptor potential channel 4 (Mus musculus), Q9QUQ5; Fluo4 calcium fluorescence; stronger effect = higher value; B-score at 10 µM; 0.49% of 310,000 active;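 active = B-score above 5 SD of library B-scores, and initial fluorescence ratio not above library mean plus 5 SD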;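 also: positive B-score marks a calcium rise read as TRPC4 activation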
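Incubation: 45 min room-temperature Fluo4 loading, 110 s read / System: HEK293 cells stably co-expressing mouse TRPC4beta and mu-opioid receptor / Signal: Fluo4 fluorescence, kinetic / Control set: buffer (low) and maximal DAMGO (high) / Measure: integrated baseline-normalised fluorescence ratio, converted to per-well B score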
TRPC4 PAM – positive allosteric modulators of TRPC4, primary screen, cell-based, mouse TRPC4beta, HEK293 mu-opioid, Fluo-4 calcium; 0.42% of 310,000 active; DAMGO EC20, Fluo-4 Ca2+ flux; stronger effect = higher value; B-score at 10 µM;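 active = B-score of calcium response area above 5 SD of library B-scores, with initial fluorescence ratio within 5 SD of library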;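 also: B-score of integrated fluorescence ratio over time as area under calcium response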
Active calls of the source: *; i = inactive; . = not tested or not shown.

structure,MrgX1 allo act,MrgX1 antag,TRPC6 act,PolyA inh,HIF activator,MrgX1 agonist,AI-2 QS mod,TRPC6 inhibitor,TRPC4 inh,TRPC4 agonist,TRPC4 PAM
Cc1ccc(NC(=S)NCC(C)CSc2ccc(Cl)cc2)cc1 (stereo unspecified),i,i,i,i,-0.1,i,10,i,i,i,i
COc1ccc(C(=O)Nc2nnc(Cc3ccc(OC)c(OC)c3)s2)c(OC)c1,i,i,i,i,2.9,i,6,i,i,i,i
O=C(c1cccnc1)N1CCN(Cc2ccccc2Br)CC1,i,i,i,i,-0.2,i,14,i,i,i,i
O=C(Nc1ccc([N+](=O)[O-])cn1)C1CC2CCC1C2 (stereo unspecified),i,i,i,i,0.0,i,23,i,i,i,i
O=C1SCCC1NS(=O)(=O)c1ccc([N+](=O)[O-])cc1 (stereo unspecified),i,i,i,i,-0.4,i,7,i,i,i,i
Cc1ccc(S(=O)(=O)Nc2ccc(NC(=O)/C=C/C(=O)O)cc2)cc1,i,i,i,i,-0.5,i,-16,i,i,i,i
COc1ccc(Br)cc1/C=N/NC(=O)c1ccc2nc[nH]c2c1,i,i,i,i,-0.4,i,-5,i,i,i,i
O=C(COc1ccccc1Cl)Nn1cnnc1,i,i,i,i,-0.2,i,-10,i,i,i,i
COc1cccc(CNc2nnnn2C)c1,i,i,i,i,1.4,i,-1,i,i,i,i
COc1cc(/C=C/C(=O)c2ccc3c(c2)OCCO3)cc(Br)c1OCC(=O)N(C)C,i,-5.6*,13*,i,25*,i,21,i,i,i,i
Nc1nc(Nc2ccccc2Cl)cc(=O)[nH]1,i,i,i,i,-0.4,i,-2,i,i,i,i
C/C(N)=C(/C#N)C(=O)CSc1nc2cc(Cl)ccc2c(=O)n1Cc1ccco1,i,i,i,i,-0.5,i,16,i,i,i,i
CS(=O)(=O)N(Cc1nnc(-c2cccs2)o1)c1ccc(Cl)cc1F,i,i,i,i,2.1,i,9,i,i,i,i
COc1ccc(OC)c(C(=O)N2CCCC(Nc3ccc(F)cc3)C2)c1 (stereo unspecified),i,i,i,i,-0.2,i,13,i,i,i,i
Cc1ccccc1NC(=S)N(Cc1cccnc1)Cc1ccco1,i,i,i,i,-0.4,i,14,i,i,i,i
O=[N+]([O-])c1cccc(-n2nnnc2CN2CCCC2)c1,i,i,i,i,-0.1,i,10,i,i,i,i
Cn1c2ccc(F)cc2c2nnc(SCCN3CCOCC3)nc21,.,.,i,i,0.9,.,12,i,i,i,i
Clc1ccc(-c2nnnn2-c2ccc(Cl)c(Cl)c2)cc1Cl,i,i,i,i,-0.2,i,10,i,i,i,i
CCN(CC)C(=S)SC1=CCS(=O)(=O)C1,i,i,i,i,0.3,i,3,i,i,i,i
O=C(Nc1ccc(N2CCOCC2)c(Cl)c1)c1cccnc1Cl,i,i,i,i,0.0,i,7,i,i,i,i
O=C(C1CC1)N1CCc2cc(Br)cc(S(=O)(=O)NCCCN3CCCC3)c21,i,i,i,i,0.8,i,9,i,i,60*,i
CC(COc1ccccc1Cc1ccccc1)N1CCCCC1 (stereo unspecified),i,i,12*,i,0.2,i,14,i,i,67*,i
Cc1ccnc(NC2OC(=O)c3ccccc32)c1 (stereo unspecified),i,i,i,i,-0.1,i,13,i,i,i,i
CCCN(CC1CC1)c1nc(N)c2c(N)nc(OC)cc2c1C#N,i,i,i,i,-0.8,i,14,i,i,i,i
Cc1cccc(C(=O)O/N=C/c2c(N3CCOCC3)n(C)c3ccccc23)c1,i,i,i,i,0.1,i,0,i,i,i,i
Cc1cccc(-c2noc(-c3ccc4c(c3)OCO4)n2)c1,i,i,i,i,-1.2,i,-4,i,i,i,i
CSCC[C@H](N)C(=O)NC[C@H]1CC[C@H](C(=O)N[C@@H](Cc2ccccc2)C(=O)O)CC1,i,i,i,i,0.5,i,3,i,i,i,i
C#CCOCCOCCOCCNc1nc(N2CCOCC2)nc(N2CCN(C(=O)Cn3cc(CCCN=C(N)N)nn3)CC2)n1,i,i,i,i,-2.8,i,13,i,i,i,i
Cc1[nH]n(-c2cccc3ccccc23)c(=O)c1C=Nc1ccc2[nH]c(=O)[nH]c2c1,i,i,i,i,0.3,i,29,i,i,i,i
Cc1ccc(CN2CCC(c3nc4ccc(Cl)cc4[nH]3)CC2)cc1,i,i,i,i,-0.5,i,3,i,i,i,i

Shown as a hit in MrgX1 antag, of those listed so far:
compound,MrgX1 antag,TRPC6 act,PolyA inh,MrgX1 agonist,AI-2 QS mod,TRPC4 inh,TRPC4 PAM
COc1cc(/C=C/C(=O)c2ccc3c(c2)OCCO3)cc(Br)c1OCC(=O)N(C)C,-5.6*,13*,i,i,21,i,i

Other results.
structure,MrgX1 allo act,MrgX1 antag,TRPC6 act,PolyA inh,HIF activator,MrgX1 agonist,AI-2 QS mod,TRPC6 inhibitor,TRPC4 inh,TRPC4 agonist,TRPC4 PAM
COc1ccc(N=Cc2ccc(CNS(=O)(=O)c3ccc(Cl)cc3)o2)cc1,i,i,i,i,0.3,i,21,i,i,i,i
COC(=O)c1ccc(COc2ccc3c(c2)CCC3)o1,i,i,i,i,2.2,i,17,i,i,i,i
COc1ccnc(NCc2cccnc2)c1C#N,i,i,i,i,0.4,i,13,i,i,i,i
CCCCCCOC(=O)NCC(O)c1ccccc1 (stereo unspecified),i,i,i,i,2.0,i,13,i,i,i,i
Cc1ccc(C)c(NC(=O)CSc2nc3c(c(=O)n2C)SC(C)C3)c1 (stereo unspecified),i,i,i,i,-0.3,i,4,i,i,i,i
C/C(=N\n1cnnc1)c1ccccc1,i,i,i,i,-0.7,i,19,i,i,i,i
Cc1cc(C)n2nc(N)c(N=Nc3ccc(Cl)cc3)c2n1,i,i,i,i,0.0,i,17,i,i,i,i
Cc1cc(C=C2C(=O)c3ccccc3C2=O)c(C)n1-c1ccccc1,8.5*,i,i,i,-2.6,i,14,i,i,i,i
O=C1Nc2ccccc2C1=Nc1ccc(Br)cc1,i,i,i,i,1.6,i,.,i,i,i,i
CCCCn1c2ccc(F)cc2c2nnc(NN)nc21,i,i,i,i,-0.3,i,24,i,i,i,i
COc1ccc(C)c2sc(NC(=O)C3=COCCO3)nc12,i,i,i,i,2.0,i,32,i,i,i,i
CCOc1ccccc1CNC(=O)CCC(=O)N1Cc2ccccc2Oc2ncccc21,i,i,i,i,0.5,i,13,i,i,i,i
CCOc1ccc(N2C(=O)C(Cl)=C(Nc3ccccc3O)C2=O)cc1,i,i,i,i,1.2,i,14,i,i,i,i
CCC1Oc2ccc(C)cc2N(CC(=O)NCCN2CCOCC2)C1=O (stereo unspecified),i,i,i,i,-0.4,i,26,i,i,i,i
O=C1/C(=C/c2ccccc2)CSc2sccc21,i,i,i,i,1.4,i,-2,i,i,i,i
COc1ccc2[nH]cc(C(=O)CN3CCCC(C)(C)C3)c2c1,i,i,i,i,0.1,i,21,i,i,i,i
CCCCOC(=O)c1ccc(OC(=O)c2cccnc2)cc1,i,i,i,i,1.1,i,-19,i,i,i,i
CC(=O)c1ccc(S(=O)(=O)Oc2ccc(-c3ccc(C(=O)O)cc3)cc2)cc1,i,i,i,i,-0.1,i,-5,i,i,i,i
O=C(C[n+]1cc(Br)cc2ccccc21)c1ccc(Br)cc1,i,i,i,i,2.0,i,43,i,i,i,i
COc1ccc(-c2nc3cccc(C)n3c2NCc2ccco2)cc1OC,i,i,i,i,2.3,i,17,i,i,i,i
CCCCCCOC(=O)Nc1ccc(S(=O)(=O)Nc2cccc([N+](=O)[O-])c2)cc1,i,i,i,i,0.3,i,-1,i,i,i,i
COc1ccc(OCC(=O)N/N=C/c2ccsc2)cc1,i,i,i,i,0.0,i,2,i,i,i,i
CN(C)C(=O)N1CCC(C(=O)N2CCCC(C(=O)c3cccc4ccccc34)C2)CC1 (stereo unspecified),i,i,i,i,-0.2,i,14,i,i,i,i
Cc1cccc(-c2oc3ccccc3c2C#CCCO)c1,i,i,i,i,-1.1,i,7,i,i,i,i
Cc1cccc(OCC(=O)Nc2ccc3c(c2)OCO3)c1C,i,i,i,i,2.0,i,-6,i,i,i,i
Clc1ccc(CSc2nnc(CNc3cccc(Cl)c3)o2)cc1,i,i,i,i,0.1,i,-10,i,i,i,i
CC(=O)N1CCN(c2ncnc3sc(-c4ccccc4)cc23)CC1,i,i,i,i,1.6,i,19,i,i,i,i
COC(=O)c1cc(NC(=O)c2ccoc2C)cc(C(=O)OC)c1,i,i,i,i,-0.1,i,8,i,i,i,i
CC1CCN(c2ncnc3ccccc23)CC1,i,i,i,i,-0.6,i,6,i,i,i,i
CC(Oc1ccccc1Cl)c1nnc(N)s1 (stereo unspecified),i,-7.8*,i,i,-38,i,11,i,i,i,i
CC(=O)c1ccc(OCCCC(=O)NC2CCCCC2C)cc1 (stereo unspecified),i,i,i,i,-7.7,i,.,i,i,i,i

A portion of the library. The share of hits here may be higher or lower than overall.
